Compound activity as filed in PubChem.
ELG1 DNA repair = blocks ELG1-dependent DNA repair in HEK293T cells; HEK293T ELG1-luciferase reporter, luminescence, 16 h; DNA damage induced by 5-fluorouridine; Potency, µM (highest dose often 46.1 µM), without a hit: top-dose activity change, negative = inhibition, most hits filed as inhibitors; 330,000 compounds, 2.3% hits; also: potency is read from the fitted curve at half-maximal effect; % is scaled to controls: 0 for no effect and ±100 for the full control effect; nearly all actives have a fitted effect of over 55% in size
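Luminescence from the luciferase reporter, measured 30 min after ONE-Glo reagent at room temperature, was the read-out. Beforehand, 2,000 cells per well were exposed for 16 hr at 37 °C to 5-fluorouridine together with compound or vehicle.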
ASM inhibitor = inhibitors of human secretory acid sphingomyelinase; AID 504937; P17405; 340,000 compounds, 0.006% hits; Potency, µM (top dose mostly 57.5 µM), inactives show at the highest dose activity change, negative = inhibition, hits mostly inhibitors; placental ASM, HMU-PC fluorogenic substrate, 60 min; also: potency is read from the fitted curve at half-maximal effect
Target sequence (P17405 47-631 limits assumed): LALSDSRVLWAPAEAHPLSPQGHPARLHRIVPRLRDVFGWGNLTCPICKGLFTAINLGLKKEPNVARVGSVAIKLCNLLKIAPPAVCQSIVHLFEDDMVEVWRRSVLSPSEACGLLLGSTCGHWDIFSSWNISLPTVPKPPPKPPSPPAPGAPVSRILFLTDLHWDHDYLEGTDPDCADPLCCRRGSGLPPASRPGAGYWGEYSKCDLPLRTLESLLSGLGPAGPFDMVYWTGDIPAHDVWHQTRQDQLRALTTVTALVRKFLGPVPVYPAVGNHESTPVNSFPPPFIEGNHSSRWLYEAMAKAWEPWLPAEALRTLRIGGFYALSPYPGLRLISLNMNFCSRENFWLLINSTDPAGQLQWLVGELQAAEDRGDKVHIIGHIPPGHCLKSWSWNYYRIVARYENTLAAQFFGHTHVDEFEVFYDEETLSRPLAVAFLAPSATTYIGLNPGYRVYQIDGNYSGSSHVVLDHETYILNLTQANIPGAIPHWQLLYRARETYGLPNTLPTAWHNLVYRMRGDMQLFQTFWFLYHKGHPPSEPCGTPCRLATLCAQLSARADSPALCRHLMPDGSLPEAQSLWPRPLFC
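qHTS format. ASM enzyme prepared from human placenta hydrolyses the fluorogenic substrate HMU-PC0 (9 uM final) over 60 min at 37 °C after a 10 min compound preincubation.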
PTAP TSG101 blk = blocks PTAP/TSG101 interaction to inhibit HIV-1 budding | Q99816 | Fluorescence polarization, FITC-PTAP peptide / Tsg101 binding | Potency, µM (series often up to 115 µM), for inactives: at the top dose activity change, negative = inhibition, hits mostly inhibitors | 340,000 tested, under 10 active; active = well fitted inhibition curve with a large enough effect in the main read-out, with a control signal flat, not every such curve was filed as active; inconclusive = small, poorly fitted or top-dose-only effect, or effect the other way, or a change in a side signal; inactive = no such curve, though single readings can be large or run the other way; also: potency is read from the fitted curve at half-maximal effect; % of control where 0% means no effect
Target sequence (Q99816 whole entry, looked up): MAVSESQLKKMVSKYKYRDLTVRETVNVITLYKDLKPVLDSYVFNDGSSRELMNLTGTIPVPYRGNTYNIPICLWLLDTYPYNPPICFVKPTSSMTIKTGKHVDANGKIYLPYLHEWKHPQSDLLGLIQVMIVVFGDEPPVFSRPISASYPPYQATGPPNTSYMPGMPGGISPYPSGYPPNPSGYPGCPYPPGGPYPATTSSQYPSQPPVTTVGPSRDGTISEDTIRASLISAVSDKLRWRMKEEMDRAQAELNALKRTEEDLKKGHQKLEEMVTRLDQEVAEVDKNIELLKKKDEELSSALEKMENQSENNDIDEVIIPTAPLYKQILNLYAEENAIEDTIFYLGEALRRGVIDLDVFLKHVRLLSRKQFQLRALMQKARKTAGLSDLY
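Compounds were pin-transferred onto Tsg101 binding domain (10 uM final) in HEPES pH 7.5 buffer, then FITC-PTAP peptide was added at 50 nM final. After 20 min at RT, polarization reported peptide displacement across a qHTS concentration series.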
Eya2 phos inh = Eya2 (human) phosphatase inhibition | O00167 | recombinant Eya2, OMFP fluorescence dephosphorylation (OMFP is methylfluorescein phosphate) | Potency, µM (top dose mostly 76.9 µM), without a hit: top-dose activity, negative = inhibition, most hits filed as inhibitors | 330,000 compounds, 0.006% hits | AID 488837; also: potency is read from the fitted curve at half-maximal effect; % is scaled to controls: 0 for no effect and ±100 for the full control effect
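Eya2 protein (added as 0.2 uM solution) was preincubated with compound for 10 min at ambient temperature in 50 mM HEPES pH 7.5, 50 mM NaCl, 5 uM MgCl2, 0.05% BSA, 1 mM DTT. OMFP (added at 50 uM) then reacted 10 min; fluorescence read at 485/525 nm.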
BCR signal inh = inhibitors of chronic active B-cell receptor signaling. ABC-DLBCL IkBa-CBG/CBR reporter, luminescence ratio, 4 h. AID 493014. 340,000 compounds, 0.05% hits. Potency, µM (doses to about 46.1 µM), for inactives: top-dose ratio change, negative = lower green/red ratio, actives largely listed as inhibitors; active = well fitted inhibition curve with a large enough effect in the signal ratio, with a control signal flat, not every such curve was filed as active; inconclusive = small, poorly fitted or top-dose-only effect, or effect the other way, or a change in a side signal; the % refers to the signal ratio;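 also: potency is read from the fitted curve at half-maximal effect; plate controls were basal doxycycline-induced cells for no effect and cells given 10 µM MG132 for full effect; MG132 reads +100%, hits lower the ratio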
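Concentration-response series (up to 46 uM) were applied to TMD8 dual-reporter cells for 4 h at 37C with doxycycline. Green/red ratio, after filter-overlap correction, defined %Activity; red signal alone was normalised to basal cells and zero luminescence.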
TSHR antagonist = antagonists of human thyroid stimulating hormone receptor. P16473. TSHR-expressing cells, TSH-stimulated cAMP HTRF, 2 h; active compounds read low. activity change, negative = inhibition, % at 11.5 µM. 330,000 compounds, 0.2% hits;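 active = activity change below a set negative limit, meaning inhibition stronger than a set level, cut at about -70% in these data; inconclusive = activity change between two set negative limits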; also: % is scaled to controls: 0 for no effect and ±100 for the full control effect
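Competitive HTRF cAMP read-out (cryptate anti-cAMP antibody, cAMP-d2; 30 min, room temperature) in freshly harvested TSHR cells. Compounds added before TSH at EC80 (4nM final), followed by 2 hours' incubation at 37 deg C.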
Tb PFK inh = T. brucei PFK enzyme inhibition. O15648. T. brucei PFK, ADP-Glo luminescence. Potency, µM (series often up to 57.5 µM), inactives show at the highest dose activity, negative = inhibition, actives largely listed as inhibitors. 330,000 compounds, 0.17% hits. AID 485367;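 also: potency is read from the fitted curve at half-maximal effect; 0% = uninhibited 1x PFK enzyme wells and -100% = no-enzyme wells; nearly all actives have a fitted effect of over 60% in size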
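PFK 1.25 nM, F6P 0.5 mM, ATP 0.1 mM, 0.1 M TEA pH 8.0, 5 mM MgCl2, 0.01% Tween20, 0.1% BSA; 45 min RT. ADP-Glo readout. qHTS titration up to 57 uM; curves fitted, compounds curve-classed.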
Mito fusion yeast = blocks mitochondrial division or promotes mitochondrial fusion; Potency, µM (highest dose often 46.1 µM), without a hit: at the highest dose growth rescue (activation), usual class: activators; S. cerevisiae fusion-defective mutant growth rescue, CellTiterGlo 48 h; AID 485298; 320,000 compounds, 0.23% hits;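 also: potency is read from the fitted curve at half-maximal effect; % of control where 0% means no effect; nearly all actives have a fitted effect of over 45% in size; temperature-sensitive fusion mutants such as fzo1-1 at 37 °C on non-fermentable ethanol glycerol medium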
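Yeast fusion mutant, YPEG (non-fermentable carbon), compound, 48 h at 37C non-permissive; CellTiterGlo added, 10 min RT, luminescence read. Rescued growth = division inhibition.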
TCR activator = T cell receptor activation | primary human leukocytes, anti-CD3, IL-2 HTRF, 48 h | Potency, µM (series often up to 9.22 µM), without a hit: at the highest dose activation of IL-2 secretion, actives largely listed as activators | 330,000 tested, under 10 active | AID 504894; also: % of control where 0% means no effect
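Human primary leukocytes + a-CD3 beads + cpd, 48 hr; IL-2 in supernatant by HTRF (ex 320nm / em 665nm). No co-stimulatory signal supplied.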
a7 integrin act = activators of alpha7 integrin expression for muscular dystrophy; AID 624291; 350,000 compounds, 0.064% hits; alpha7betagal myoblasts, beta-gal FDG fluorescence, 48 h; Potency, µM (top dose mostly 38.3 µM), inactives show top-dose activation, most hits filed as activators;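 also: potency is read from the fitted curve at half-maximal effect; 100% = response of the positive control SU9516; nearly all actives have a fitted effect of over 60% in size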
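Alpha7betagal+/- myoblasts (passage 13) were plated 16-24 hr, then exposed to compounds (1:260 dilution of DMSO stock) for 48 hours at 37C. After MPER lysis, β-galactosidase reporter activity was read as FDG fluorescence (ex 480/em 540) after 30 minutes.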
A-T KAP1 phos = potential ataxia-telangiectasia treatment; AID 485349; Potency, µM (top dose mostly 57.5 µM), for the others: at the top dose activation, actives largely listed as activators; 320,000 compounds, 0.19% hits; […] A-T fibroblasts, KAP-1 phosphorylation AlphaLISA; neocarzinostatin DNA damage 30 min before lysis; also: potency is read from the fitted curve at half-maximal effect; % of control where 0% means no effect; nearly all actives have a fitted effect of over 45% in size
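ATM-like activity read as KAP-1 phosphorylation via AlphaLISA donor/acceptor antibody pairs after lysis and 6 hr at 25C. Cells were ATM-null patient fibroblasts ([…], hTERT), dosed 60 min, then exposed to the DSB inducer NCS for 30 min.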
* marks the source's active call; other numbers are inactive results; u = inconclusive; x = no result given; & = joins results of further samples; [ ] = dose if it differs, or a comment. Unless noted, calls follow the shape of the dose curve; as a rule, active = well fitted curve in the direction sought with a large enough effect; inconclusive = small, poorly fitted or top-dose-only effect, or another doubt; inactive = no such curve, though single readings can be large; an effect the other way counts as inactive or inconclusive.

SMILES	ELG1 DNA repair	ASM inhibitor	PTAP TSG101 blk	Eya2 phos inh	BCR signal inh	TSHR antagonist	Tb PFK inh	Mito fusion yeast	TCR activator	a7 integrin act	A-T KAP1 phos
C#CC(CC)(CC)NC(=O)c1nn(-c2ccccc2Cl)c(C)cc1=O	-3.0%	12.0%	-5.0%	0.3%	9.9%	11.2	-13.2%	-3.1%	0.1%	12.7%	-2.2%
O=C(NCCC1=CCCCC1)C1CCN(S(=O)(=O)c2cccc3nonc23)CC1	-1.1%	3.3%	0.3%	5.3%	-6.9%	5.3	0.7%	1.6%	2.7%	26.2%	x
Cc1ccc(S(=O)(=O)Cn2nnnc2C(c2ccc(F)cc2)N2CCC(C(N)=O)CC2)cc1 (centres undefined)	-5.9%	0.3%	-4.3%	-3.3%	u	3.3	3.1%	-0.8%	-8.0%	-35.0%	0.9%
COc1ccc(OC)c(NC(=O)N2CCCC(CNS(=O)(=O)c3cccs3)C2)c1 (centres undefined)	-17.6%	-4.3%	-0.4%	-4.1%	u	6.0	-1.2%	1.5%	-11.0%	0.0%	4.5%
Cc1c(C(=O)N(Cc2ccc(N(C)C)cc2)C2CCS(=O)(=O)C2)oc2ccccc12 (centres undefined)	u	-2.4%	-3.6%	-4.0%	u	2.2	-10.9%	7.1%	4.5%	-10.1%	-3.5%
CC1=C(C)[N+](=O)C2CCCCC2N1[O-] (centres undefined)	1.3%	5.7%	-3.6%	-41.8%	0.5%	2.7	-2.8%	-1.3%	-2.0%	12.3%	0.9%
CCO[C@@H]1OC(C(=O)O)=C[C@H](c2ccc(C(F)(F)F)cc2)[C@H]1CCCO	7.8%	5.7%	x	-6.8%	-0.1%	5.9	-2.4%	-3.7%	-4.8%	24.5%	1.2%
Cc1ccc(/C=C2\SC(=S)N(CCCC(=O)Nc3nccs3)C2=O)cc1	16.5%	2.0%	-0.1%	1.0%	u	1.4	3.7%	0.6%	-4.5%[46.1 µM]	32.9%	-1.3%
COc1ccccc1C1CCN(c2ccc([N+](=O)[O-])cn2)CC1	u	-1.4%	6.1%	-12.9%	1.1%	-2.5	-1.0%	3.5%	4.5%	-20.9%	0.6%
Cc1cccc(CN2C(=O)N/C(=C/c3ccc(C)s3)C2=O)c1	4.1%	8.1%	u	4.9%	u	-2.8	3.0%	1.5%	-1.7%	-18.4%	-2.7%
O=C(c1cccs1)N1CCN(Cc2ccccn2)CC1	11.2%	3.7%	0.0%	-12.0%	-0.1%	1.8	-9.9%	8.7%	2.7%	7.1%	13.5%
O=C(CN1CCOc2ccccc21)NCc1ccccc1	16.5%	-0.2%	0.0%	0.5%	7.3%	-0.9	-5.8%	-0.1%	-5.8%	-3.1%	6.8%
Cc1cccnc1NC(=O)CSc1nnc(CNC(=O)c2cccc([N+](=O)[O-])c2)n1C	-7.0%	1.2%	-3.0%	7.7%	-4.1%	-8.4	2.0%	-2.8%	-1.3%	0.0%	9.9%
Cc1ccc(N=C2C(=O)Nc3ccc(C)c(Br)c32)cc1	14.4%	-4.2%	0.5%	-10.8%	-1.5%	3.8	-7.7%	-13.7%	3.9%	-25.7%	25.7%
O=C(CN1CCN(c2ccccc2)CC1)N1CCc2ccccc21	7.0%	0.8%	-1.5%	-12.9%	-7.8%	9.7	-2.6%	1.3%	2.5%	-11.2%	-3.3%
COc1ccc(-n2c3c(c(=O)[nH]c2=O)C(NC(C)=O)(C(F)(F)F)C(=O)N3)cc1 (centres undefined)	-7.7%	2.8%	-1.3%	5.0%	10.6%&9.5%	1.3	-2.7%	29.4%&9.2%	0.0%	u	11.4%
O=C(CSc1nc(-c2ccccc2)c(-c2ccccc2)o1)Nc1nncs1	3.1%	3.2%	-2.1%	17.0%	u	-12.1	1.9%	5.7%	2.0%	-25.6%	3.0%
Cc1ccc(S(=O)(=O)NC(C)c2ccccc2)cc1[N+](=O)[O-] (centres undefined)	-7.5%	-3.9%	-0.8%	0.7%	-1.1%	6.4	-2.3%	4.1%	9.7%	-8.4%	11.4%
CCCOc1ccc(CCN2CCC(=O)NC2=O)cc1C	26.2%	-3.4%	-4.6%	-2.9%	u	9.5	2.6%	0.4%	0.7%	-1.9%	8.7%
CN(C1CCCCC1)S(=O)(=O)c1ccc(NC(=O)c2ccco2)cc1	u	-10.6%	1.2%	13.5%	-3.1%	2.7	-12.9%	21.5%	-4.3%	-10.3%	0.3%
CCOc1cccc2cc(C(=O)Oc3ccc(OC)cc3)c(=O)oc12	-3.5%	-2.5%	-5.4%	5.8%	2.3%	-1.0	-0.8%	-6.5%	x	3.3%	2.0%
Cc1ccc(OCC(=O)N(C)CC(=O)Nc2ccccc2Cl)c([N+](=O)[O-])n1	3.8%	-1.6%	-2.3%	-17.4%	4.3%	3.9	-4.8%	1.0%	-10.1%	16.8%	-9.2%
COCCCN(C(=O)CSCc1ccc(C)cc1)c1c(N)n(Cc2ccccc2)c(=O)[nH]c1=O	0.4%	44.9%[activator]	1.1%	9.6%	3.0%	19.2	15.5%	17.8%	1.4%	-7.0%	14.2%
CN(CC(O)COc1c(F)cc(Br)cc1F)C1CCCCC1 (centres undefined)	-0.1%	3.3%	0.0%	10.9%	-7.4%	6.0	-0.5%	-5.9%	-9.2%[46.1 µM]	-40.2%	-2.1%
Cc1cccc(-n2c(SCC(N)=O)nc3c(c2=O)C2(CCCCC2)Cc2ccccc2-3)c1	u	-12.1%	-3.7%	0.8%	0.2%	-1.5	3.6%	-1.6%	1.7%[46.1 µM]	-3.4%	11.2%
O=C(N/N=C/c1ccc(O)cc1)c1ccc(NC(=O)c2ccccc2Br)cc1	u	-10.8%	-3.6%	7.3%	u	3.6	0.4%	3.1%	5.7%	-6.2%	-6.6%
COCCOC(=O)c1[nH]c2c(c1C)C(=O)CC(c1ccc(N(C)C)cc1)C2 (centres undefined)	u	-5.7%	0.9%	15.8%	u	-8.2	-7.3%	4.5%	3.9%	-29.3%	-4.1%
CC(C)C[C@H](NC(=O)c1nc[nH]c1C(=O)NC1CCN(C(=O)OC(C)(C)C)CC1)C(=O)OC(C)(C)C	-12.1%	-10.4%	-3.9%	u	-1.3%	8.6	-0.3%	7.0%	-0.4%	-31.3%	-17.1%
O=C(O)CCC(=O)N1CCN(c2nc(-c3ccccc3Cl)c3cc(Br)ccc3n2)CC1	u	29.8%	-12.6%	-0.4%	u	-27.9	-1.0%	-22.8%	2.0%	3.5%	14.3%
Cc1ccc(N2CC(C(=O)OCC(=O)Nc3cc(C)on3)CC2=O)c(C)c1 (centres undefined)	3.2%	-0.7%	-0.5%	5.7%	5.4%	-3.2	0.9%	-10.3%	8.2%	-9.6%	-2.3%
CCCCC(=O)c1c(C)cc(C)[nH]c1=O	-9.2%	10.4%	-1.3%	2.2%	5.0%	-8.4	-3.1%	-3.3%	1.4%	19.0%	-2.5%
Cc1c(-c2cccs2)[n+](=O)c2c(n1[O-])CCC2	6.9%	0.0%	-5.4%	-4.6%	-21.2%	14.1	-0.9%	1.0%	-0.3%	6.3%	2.6%
COc1ccccc1N1CCN(C(=O)c2ccc(Br)o2)CC1	-8.2%	-3.1%	-5.0%	11.1%	-9.9%	x	0.0%	x	1.8%	26.2%	-5.1%
Cc1csc2ncnc(NCCc3ccccn3)c12	1.46µM*	4.7%	-5.0%	11.1%	-5.2%	-8.5	2.3%	2.8%	-4.8%	-41.6%[inhibitor]	4.9%
CCOC(=O)C(C)(C)Sc1nc2c(cnn2-c2ccc(C)cc2)c(=O)[nH]1	-9.7%	-13.4%	-7.8%	-16.9%	2.2%	10.7	1.1%	7.4%	-1.1%[46.1 µM]	5.9%	0.4%
CCc1nc2scc(-c3cccs3)c2c(=O)o1	2.6%	7.0%	-0.4%	-1.4%	u	-2.3	-2.8%	3.7%	0.7%[46.1 µM]	10.1%	x
